Source: PubChem (National Center for Advancing Translational Sciences (NCATS))
G9a inh: qHTS Assay for Inhibitors of Histone Lysine Methyltransferase G9a | G9a H3K9 monomethylation, AlphaScreen, 2 h | Histone-lysine N-methyltransferase EHMT2 (Homo sapiens), Q96KQ7 | actives 8.8% (n = 350,000) | Potency, µM (series often up to 102 µM), without a hit: top-dose activity, negative = inhibition, hits mostly inhibitors; note: potency is the fitted concentration of half-maximal effect; % is set by controls: 0 for no effect and ±100 for the full control effect; nearly all actives have a fitted effect of over 75% in size
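G9a (20 nM) preincubated 15 min RT with compounds, then 500 nM biotinylated H3K9 peptide and 20 uM SAM added; 2 h RT reaction. Monomethyl-H3K9 product detected by AlphaScreen with anti-H3K9me1 antibody, streptavidin donor and anti-rabbit IgG acceptor beads.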
BAZ2B inh: qHTS Assay for Inhibitors of BAZ2B | Bromodomain adjacent to zinc finger domain protein 2B (Homo sapiens), Q9UIF8 | AlphaScreen BAZ2B-H3K14Ac peptide displacement | Potency, µM (series often up to 114 µM), for the others: top-dose activity change, negative = inhibition, usual class: inhibitors | actives 4.4% (n = 360,000) | AID 504333, 2011; note: potency is the fitted concentration of half-maximal effect; % is set by controls: 0 for no effect and ±100 for the full control effect; nearly all actives have a fitted effect of over 60% in size
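Inhibition is scored as reduced AlphaScreen emission. The BAZ2B/b-H3(5-23)K14Ac complex (50 nM each) in PBS pH 7.4, 0.01% Tween-20 meets compound (up to 110 uM) for 30 min at RT before bead addition.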
JMJD2A Tudor inh: qHTS Assay for Inhibitors of JMJD2A-Tudor Domain | AlphaScreen JMJD2A-Tudor / H3K4me3 peptide binding | actives 4.4% (n = 390,000) | Lysine-specific demethylase 4A (Homo sapiens), O75164 | Potency, µM (top dose mostly 114 µM), inactives show top-dose activity change, negative = inhibition, hits mostly inhibitors | AID 504339, 2011; note: potency is the fitted concentration of half-maximal effect; % is set by controls: 0 for no effect and ±100 for the full control effect; nearly all actives have a fitted effect of over 50% in size
ERG-DNA inh: qHTS for Small Molecule Inhibitors of the ERG Ets/DNA interaction | Potency, µM (highest dose often 76.9 µM), without a hit: at the top dose FP activity, negative = inhibition, most hits filed as inhibitors | actives 0.028% (n = 370,000) | Transcriptional regulator ERG (Homo sapiens), P11308 | fluorescence polarization, His-ERG Ets domain / labelled DNA; active = well fitted inhibition curve with a large enough effect in the polarisation, with a control signal flat; inconclusive = small, poorly fitted or top-dose-only effect, or effect the other way, or a change in a side signal; inactive = no such curve, though single readings can be large or run the other way; the % refers to the polarisation;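 note: polarization taken with two DNA probes labelled with fluorescein and Texas red; potency is the fitted concentration of half-maximal effect; % of control where 0% means no effect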
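His-tagged ERG Ets domain (1 uM in the protein solution; 300mM KCl, 50mM Tris-HCl, 1mM EDTA, 1mM DTT, pH 7.5) received compound, then a probe mix of 5 nM fluorescein-DNA and 100nM Texas-615-DNA. Fluorescence polarization was read for both dyes.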
HP1b binding inh: HTS for Inhibitors of HP1-beta Chromodomain Interactions with Methylated Histone Tails | AlphaScreen HP1-beta / biotin-H3K9me3 peptide binding | Potency, µM (doses to about 114 µM), without a hit: at the highest dose activity change, negative = inhibition, actives largely listed as inhibitors | Chromobox protein homolog 1 (Homo sapiens), P83916 | AID 540317, 2011 | actives 0.56% (n = 390,000); note: potency is the fitted concentration of half-maximal effect; nearly all actives have a fitted effect of over 70% in size; inactives centre near 23
Target sequence (P83916 whole entry, looked up): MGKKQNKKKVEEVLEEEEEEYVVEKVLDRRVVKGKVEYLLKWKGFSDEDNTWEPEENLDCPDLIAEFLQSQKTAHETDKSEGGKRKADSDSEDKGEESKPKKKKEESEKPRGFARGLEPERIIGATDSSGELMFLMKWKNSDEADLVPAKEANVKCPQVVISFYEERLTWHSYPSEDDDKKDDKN
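AlphaScreen: HP1-beta (50 nM) preformed 30 min with biotin-H3(1-18)K9me3 peptide (50 nM) in PBS pH 7.4, 0.01% Tween-20. Compound added for 30 min at RT, then streptavidin donor/nickel chelate acceptor beads (10 ug/mL) for 30 min.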
RGS4 inhibitor: Inhibitors of Regulator of G Protein Signaling (RGS) 4: qHTS | Regulator of G-protein signaling 4 (Homo sapiens), P49798 | Transcreener GDP fluorescence polarization, RGS4-accelerated GTP hydrolysis | Potency, µM (titrated, usually from 114 µM), without a hit: top-dose activity change, negative = inhibition, hits mostly inhibitors | actives 0.039% (n = 390,000) | AID 504845, 2011; note: potency is the fitted concentration of half-maximal effect; % is set by controls: 0 for no effect and ±100 for the full control effect; nearly all actives have a fitted effect of over 75% in size; some results filed as inactive show a strong effect at the top dose
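MLSMR compounds (23 nl, pin-transferred) preincubated 10 min at room temperature with a 500nM (2x) first reagent, then RGS4 at 900nM (2x) plus Transcreener GDP mix added; fluorescence polarization (620/688 nm) read before and after 90 min at 30 °C.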
PI4K2A inh: qHTS for small molecular inhibitors of PI4K2A | activity change, negative = inhibition, % at 76.9 µM | actives 0.13% (n = 420,000) | Phosphatidylinositol 4-kinase type 2-alpha (Homo sapiens), Q9BTU6 | AID 1346378, 2018 | purified PI4K2A, ADP-Glo luminescence, 1 h; stronger effect = lower value; in the data active = activity change below about -50%; inconclusive = mostly about -30% to -49%;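 note: -100% = wells without enzyme as full effect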
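PI4K2A activity was measured by ADP-Glo luminescence: enzyme (4 ug/mL stock) and phosphatidylinositol (1.2 mM stock) in Tris pH 7.5/MgCl2/EGTA/Triton X-100 buffer were reacted with ATP (300 microM stock) for one hour at ambient temperature.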
GLS inhibitor: qHTS for Inhibitors of Glutaminase (GLS); AID 624170, 2012; Potency, µM (highest dose often 45.5 µM), without a hit: at the highest dose activity change, negative = inhibition, most hits filed as inhibitors; Glutaminase kidney isoform, mitochondrial (Homo sapiens), O94925; actives 0.21% (n = 410,000); GLS enzymatic activity, qHTS titration; note: potency is the fitted concentration of half-maximal effect; % is set by controls: 0 for no effect and ±100 for the full control effect
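hKGA in 45 mM KH2PO4 pH 8.2, 0.02% Tween-20 with pin-transferred compounds; 1 mM L-glutamine (stock) plus glutamate oxidase/HRP/Amplex Red coupling added. Fluorescence read initially and after 30 min at RT.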
12-LOX inh: Primary qHTS assay for inhibitors of human arachidonate 12S-lipoxygenase (ALOX12): Round 2 | Polyunsaturated fatty acid lipoxygenase ALOX12 (Homo sapiens), P18054 | purified 12hLO, xylenol orange hydroperoxide absorbance | Potency, µM (doses to about 108 µM), for inactives: top-dose activity change, negative = inhibition, hits mostly inhibitors | actives 1.1% (n = 580,000); note: potency is the fitted concentration of half-maximal effect; % is set by controls: 0 for no effect and ±100 for the full control effect
Target sequence (P18054 whole entry, looked up): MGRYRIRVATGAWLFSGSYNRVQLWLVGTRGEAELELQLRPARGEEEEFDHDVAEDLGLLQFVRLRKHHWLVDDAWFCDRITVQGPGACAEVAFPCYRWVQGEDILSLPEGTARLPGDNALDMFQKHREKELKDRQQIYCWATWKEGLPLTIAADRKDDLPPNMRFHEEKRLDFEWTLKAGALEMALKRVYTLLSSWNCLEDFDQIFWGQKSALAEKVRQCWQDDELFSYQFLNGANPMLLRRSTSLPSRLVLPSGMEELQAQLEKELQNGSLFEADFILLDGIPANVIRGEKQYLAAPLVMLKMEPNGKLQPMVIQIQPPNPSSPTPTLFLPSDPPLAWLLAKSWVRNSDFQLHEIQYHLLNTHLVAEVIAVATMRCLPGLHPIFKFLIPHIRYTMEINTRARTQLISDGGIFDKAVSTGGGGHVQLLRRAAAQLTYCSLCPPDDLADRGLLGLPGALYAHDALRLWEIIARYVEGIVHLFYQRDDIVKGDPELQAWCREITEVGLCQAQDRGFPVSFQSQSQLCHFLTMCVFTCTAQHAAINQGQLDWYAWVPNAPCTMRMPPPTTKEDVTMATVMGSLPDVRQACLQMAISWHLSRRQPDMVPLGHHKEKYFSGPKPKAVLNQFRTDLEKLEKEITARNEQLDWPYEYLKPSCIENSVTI
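Purified human 12hLO at 150 nM in 25 mM Hepes, 0.01% Triton X-100, pH 7.0, preincubated 15 min at room temperature with compound. Reaction started with 40 uM arachidonic acid, 30 min at room temperature. Hydroperoxide measured by Fe-xylenol orange, 573/405 nm absorbance ratio.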
The depositor's hits bear a star; i = inactive; ? = inconclusive; . = no result given; [ ] = remark or other dose. Unless noted, calls come from the whole dose curve; as a rule, active = well fitted curve in the direction sought with a large enough effect; inconclusive = small, poorly fitted or top-dose-only effect, or another doubt; inactive = no such curve, though single readings can be large; an effect the other way counts as inactive or inconclusive.

Letters: A = G9a inh; B = BAZ2B inh; C = JMJD2A Tudor inh; D = ERG-DNA inh; E = HP1b binding inh; F = RGS4 inhibitor; G = PI4K2A inh; H = GLS inhibitor; I = 12-LOX inh
(1) Cc1cc2c(NC(=O)CCCC(=O)O)cccc2nn1
  A: 3%; B: -11%; C: -3%; D: 16%; E: 8%; F: 28%; G: 5; H: 7%; I: 0%

(2) O=C(COC(=O)Cc1c(Cl)cccc1Cl)NC1CCCC1
  A: .; B: .; C: 3%; D: 6%; E: 52%[activator]; F: -21%; G: 4; H: 0%; I: 152%[activator]

(3) COc1cccc(/C=N/NC(=O)C[n+]2ccccc2)c1O
  A: -3%[59 µM]; B: 18µM*; C: 45µM*; D: -1%; E: 39%; F: -19%; G: -3; H: 32%; I: 1%

(4) Cc1nc(CCNC(=O)Cc2ccc(Cl)cc2)cs1
  A: 0%[59 µM]; B: 8%; C: -13%; D: 5%; E: 21%; F: -6%; G: -8; H: -1%; I: 6%

(5) CC(C)(C)c1ccc(C(=O)NCCNC(=O)c2ccco2)cc1
  A: 23%; B: 2%; C: 5%; D: -4%; E: 15%; F: -6%; G: -6; H: -9%; I: -11%

(6) CC1CN(C(=O)/C=C/c2ccccc2[N+](=O)[O-])CC(C)O1 (stereo unspecified)
  A: -4%; B: -14%; C: 10µM*; D: 7%; E: 23%[57 µM]; F: -25%; G: -6; H: -4%; I: 0%

(7) C/C(=N\NC(=O)C(O)c1ccccc1)c1cccnc1 (stereo unspecified)
  A: .; B: 3%; C: 2%; D: -13%; E: 33%; F: 12%; G: -3; H: -2%; I: i

(8) CCc1ccc2[nH]c(C(=O)Nc3ccc(Br)c(C)n3)cc2c1
  A: 45µM*; B: -20%; C: -25%; D: 10%; E: 36%; F: -9%; G: -5; H: -5%; I: 92%[activator]

(9) O=C(O)C1CC(O)CN1C(=S)Nc1ccccc1 (stereo unspecified)
  A: ?; B: -13%; C: -19%; D: 0%; E: 13%; F: 6%; G: 1; H: 6%; I: ?

(10) COc1ccc(CC(=O)OCC(=O)NCCc2ccccc2)cc1OC
  A: 16%[59 µM]; B: -6%; C: -5%; D: 6%; E: -1%; F: 11%; G: 0; H: -1%; I: -22%

Nine entries from above, ordered by SMILES length, low to high.
Letters: A = G9a inh; B = BAZ2B inh; C = JMJD2A Tudor inh; D = ERG-DNA inh; E = HP1b binding inh; F = RGS4 inhibitor; G = PI4K2A inh; H = GLS inhibitor; I = 12-LOX inh
(9) O=C(O)C1CC(O)CN1C(=S)Nc1ccccc1 (stereo unspecified)
  A: ?; B: -13%; C: -19%; D: 0%; E: 13%; F: 6%; G: 1; H: 6%; I: ?

(4) Cc1nc(CCNC(=O)Cc2ccc(Cl)cc2)cs1
  A: 0%[59 µM]; B: 8%; C: -13%; D: 5%; E: 21%; F: -6%; G: -8; H: -1%; I: 6%

(1) Cc1cc2c(NC(=O)CCCC(=O)O)cccc2nn1
  A: 3%; B: -11%; C: -3%; D: 16%; E: 8%; F: 28%; G: 5; H: 7%; I: 0%

(2) O=C(COC(=O)Cc1c(Cl)cccc1Cl)NC1CCCC1
  A: .; B: .; C: 3%; D: 6%; E: 52%[activator]; F: -21%; G: 4; H: 0%; I: 152%[activator]

(3) COc1cccc(/C=N/NC(=O)C[n+]2ccccc2)c1O
  A: -3%[59 µM]; B: 18µM*; C: 45µM*; D: -1%; E: 39%; F: -19%; G: -3; H: 32%; I: 1%

(10) COc1ccc(CC(=O)OCC(=O)NCCc2ccccc2)cc1OC
  A: 16%[59 µM]; B: -6%; C: -5%; D: 6%; E: -1%; F: 11%; G: 0; H: -1%; I: -22%

(5) CC(C)(C)c1ccc(C(=O)NCCNC(=O)c2ccco2)cc1
  A: 23%; B: 2%; C: 5%; D: -4%; E: 15%; F: -6%; G: -6; H: -9%; I: -11%

(8) CCc1ccc2[nH]c(C(=O)Nc3ccc(Br)c(C)n3)cc2c1
  A: 45µM*; B: -20%; C: -25%; D: 10%; E: 36%; F: -9%; G: -5; H: -5%; I: 92%[activator]

(6) CC1CN(C(=O)/C=C/c2ccccc2[N+](=O)[O-])CC(C)O1 (stereo unspecified)
  A: -4%; B: -14%; C: 10µM*; D: 7%; E: 23%[57 µM]; F: -25%; G: -6; H: -4%; I: 0%

Next section.
Letters: A = G9a inh; B = BAZ2B inh; C = JMJD2A Tudor inh; D = ERG-DNA inh; E = HP1b binding inh; F = RGS4 inhibitor; G = PI4K2A inh; H = GLS inhibitor; I = 12-LOX inh
(11) O=c1[nH]c(/C(Cl)=C/c2cc(Cl)ccc2O)nc2cc(Cl)ccc12
  A: 3%[59 µM]; B: 0%; C: -25%; D: -5%; E: -1%; F: -8%; G: 1; H: 12%; I: ?

(12) Cc1ccc(C(=O)Nc2ccc(NC(=O)c3cccs3)cc2)cc1[N+](=O)[O-]
  A: 4%; B: -29%; C: 2%; D: -3%; E: 22%; F: 5%; G: 4; H: 0%; I: -4%

(13) Cc1ccc(C)c(NC(=O)CN(C)S(=O)(=O)c2ccc(F)cc2)c1
  A: 26%[59 µM]; B: ?; C: -22%; D: .; E: 22%; F: 11%; G: -6; H: 19%; I: 3%

(14) CC(=O)Nc1ccc(OCC(O)CN2CCN(c3cc(Cl)ccc3C)CC2)cc1 (stereo unspecified)
  A: 7%[12.7 µM]; B: -36%; C: -25%; D: -9%; E: 0%; F: 18%; G: 1; H: 14%; I: 0%

(15) O=C(Nc1ccc(F)cc1F)c1cc2n(n1)C(C(F)(F)F)C1CCCCC1N2 (stereo unspecified)
  A: 11%[59 µM]; B: -3%; C: -5%; D: -7%; E: 38%; F: 31%; G: 6; H: 13%; I: 0%

(16) Cc1cccc(-c2[nH]c(C(C)(C)C)nc2-c2ccc3nccnc3c2)n1
  A: 2%[59 µM]; B: .; C: .; D: .; E: .; F: -7%[56.9 µM]; G: -2; H: .; I: -4%[57.4 µM]

(17) CCC(CC)NC(=O)COC(=O)c1ccc(OCC(=O)Nc2ccccc2OC)c(OC)c1
  A: -4%[59 µM]; B: 2%; C: 21%; D: -9%; E: 10%; F: 26%; G: 0; H: 1%; I: 5%

(18) COc1cc(OC)cc(C(=O)NC(=S)Nc2ccc(NC(=O)c3ccco3)cc2)c1
  A: 1%[59 µM]; B: 3%; C: -22%; D: 1%; E: 9%; F: -17%; G: 0; H: 9%; I: -25%

(19) O=C(CCc1ccccc1)NNC(=S)NCc1ccc(Cl)cc1
  A: 9%; B: -30%; C: 6%; D: -8%; E: 56%[activator]; F: -8%; G: 1; H: -1%; I: 478%[activator]

(20) Cc1[nH]c(=O)[nH]c(=O)c1S(=O)(=O)N1CCCC(C(=O)NCc2ccco2)C1 (stereo unspecified)
  A: -13%[59 µM]; B: 0%; C: -15%; D: 5%; E: 67%[activator]; F: 3%; G: -9; H: -4%; I: 6%

(21) COc1ccc(OC)c(C(=O)CSc2nc3ncccc3[nH]2)c1
  A: 50µM*; B: -33%; C: 4%[57.1 µM]; D: 0%; E: 10%; F: 2%[11.4 µM]; G: ?; H: 10%; I: 2%

Some of the compounds tested (hit frequency here may not be typical).
